XIAP displacement: XIAP antagonists, biochemical, IAP family, fluorescence polarization (AID 1018) | XIAP BIR domain, fluorescence polarization peptide displacement; higher % means a stronger effect | displacement, % at 20 µM, or IC50 in µM where a hit was titrated | 0.007% of 200,000 active; in the data active means displacement above about 50%; further: a part of the inactive calls stands beside numbers as strong as those of hits
PMI inhibitors: inhibitors of human PMI, primary screen, biochemical, fluorescence intensity, coupled assay (AID 1209); purified PMI enzyme, coupled fluorescence intensity; higher % means a stronger effect; inhibition, % at 20 µM, or IC50 in µM where a hit was titrated; 0.42% of 190,000 active;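 further: plate controls were DMSO vehicle for no effect and wells lacking substrate for full effect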
Dynein cargo inh: blocks dynein driven cargo transport along microtubules; 0.47% of 220,000 active; 3617.4 mouse cells, GR-EGFP nuclear translocation imaging; test concentration mostly 20 µM; stimulated with dexamethasone, 1 µM; stronger effect = lower value; AID 1381; z-score, hits read low;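 active means plate z-score of nuclear minus cytoplasmic receptor signal below a set negative limit, without overly bright fluorescence or cell loss, cut at about -3.5 in these data, passing the limit was not always enough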;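 further: z-score of nuclear minus cytoplasmic ring GR-EGFP intensity difference per well; some compounds called inactive have numbers as strong as hits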
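Buffer or medium: tet-free, stripped-serum medium; Also added: dexamethasone, 1.0 µM final; Technique: high-content fluorescence imaging after fixation; Times: 48 h induction, 1 h compound, 30 min dex at 37 °C; Read-out: per-cell GR-EGFP intensity, nucleus versus surrounding cytoplasmic ring, well-averaged.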
P. falciparum M17LAP: P. falciparum M17LAP inhibitors, primary screen, biochemical, fluorogenic H-Leu-NHMec substrate, 1536-well (AID 1619); inhibition, % at 30 µM; hits with a dose series show IC50 in µM; 0.38% of 220,000 active; recombinant M17LAP, H-Leu-NHMec fluorogenic kinetic assay; higher % means a stronger effect;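 active means compound inhibiting the enzyme by more than half at any dose during confirmatory dose-response retesting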;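 further: plate controls were full reaction with DMSO carrier for no effect and no enzyme background for full effect; strong numbers were not always called active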
LYP phosphatase: PTPN22 lymphoid phosphatase activity blockers – biochemical, fluorescence intensity, uHTS (AID 1779). recombinant LYP phosphatase, fluorescence intensity; higher % means a stronger effect. inhibition, % at 11.5 µM, or IC50 in µM where a hit was titrated. 0.054% of 290,000 active;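 further: plate controls were vehicle with enzyme for no effect and no enzyme for full effect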
human PMI inhibitors: MPI inhibition at elevated mannose 6-phosphate – biochemical, fluorescence intensity, high mannose 6-phosphate, primary screen (AID 1220); recombinant PMI enzyme, coupled fluorescence intensity; higher % means a stronger effect; inhibition, % at 20 µM; hits with a dose series show IC50 in µM; 0.66% of 190,000 active
M1AAP inhibition: P. falciparum M1AAP inhibitors, biochemical, fluorogenic H-Leu-NHMec substrate, 1536-well (AID 1445). 0.42% of 220,000 active. one-dose inhibition, % at 30 µM; IC50 in µM for titrated hits. recombinant M1AAP, H-Leu-NHMec fluorogenic kinetic assay; higher % means a stronger effect;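 active means primary inhibition above the hit cutoff, then over 50% inhibition at one or more dose response concentrations, cut at about 23% in these data, passing the limit was not always enough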;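 further: plate controls were DMSO full reaction for no effect and no enzyme background for full effect; strong numbers were not always called active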
AID2073: inhibitors of Mint1-CaV2.2 protein interaction, biochemical, HTRF (AID 2073). HTRF protein-protein interaction, Mint1-CaV2.2; higher % means a stronger effect. inhibition, % at 20 µM; hits with a dose series show IC50 in µM. 0.19% of 290,000 active; in the data active means inhibition mostly above about 51%, no sharp cut-off; further: some results filed as inactive read as strong as hits
Siah-1 displacement: blockers of Siah-1 interaction with plectin peptide – biochemical, fluorescence polarization, rhodamine-plectin, uHTS, primary screen (AID 1817). Siah-1 / rhodamine-plectin peptide fluorescence polarization; higher % means a stronger effect. displacement, % at 20 µM; hits with a dose series show IC50 in µM. 0.02% of 290,000 active;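 active means displacement of at least 50% at 20 µM, with a fluorescence ratio check between 0.3 and a set limit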;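 further: plate controls were Siah plus tracer with DMSO for no effect and tracer alone without Siah for full effect; strong numbers were not always called active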
Dynein cargo inh cytoplasmic EGFP: also measured in Dynein cargo inh; calls as there; z-score; measured here: cytoplasmic GR-EGFP intensity; stronger effect = higher value
Dynein cargo inh nuclear GR-EGFP: also measured in Dynein cargo inh; calls as there; z-score; measured here: nuclear GR-EGFP intensity;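 lower value marks the stronger effect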
Dynein cargo inh cell count: also measured in Dynein cargo inh; calls as there; z-score; measured here: cell count per field
The depositor's hits bear a star; . = not tested or not shown. Unless noted, no stated cut-off is given here; in the data, active means inhibition above about 50%; inactive means the rest.

Structure	XIAP displacement	PMI inhibitors	Dynein cargo inh	Dynein cargo inh cytoplasmic EGFP	Dynein cargo inh nuclear GR-EGFP	Dynein cargo inh cell count	P. falciparum M17LAP	LYP phosphatase	human PMI inhibitors	M1AAP inhibition	AID2073	Siah-1 displacement
Cc1ccc(CC(NC(=O)c2ccccc2)C(=O)NC(C)C(=O)O)cc1 (stereo unspecified)	-3.6%	-3%	-0.95	-0.32	-0.3	0.31	11%	-7%	4%	2%	13%	4%
CCC(=O)N/N=C/c1ccc(-c2ccc(Cl)cc2)o1	-4.6%	0%	-0.32	-0.03	-0.075	0.77	0%	-1%	3%	8%	4%	1%
CCCCCCCC1CC(CSc2ncn[nH]2)OC1=O (stereo unspecified)	1.2%	-4%	-0.26	-0.25	0.23	-0.099	17%	0%	-5%	3%	-10%	9%
C=CCn1c(CCNC(=O)c2ccccc2F)nnc1SCC(=O)Nc1ccc(OC)cc1	-3.5%	2%	-0.14	-0.12	0.56	-0.42	26%	5%	9%	-4%	-6%	2%
COc1ccc(C(c2sc3nc(C)nn3c2O)N2CCC(C(N)=O)CC2)cc1OC (stereo unspecified)	-16%	3%	0.83	0.056	0.6	-0.47	12%	0%	4%	10%	1%	4%
CCCCn1c(=N)n(CC(=O)c2ccc(Br)s2)c2ccccc21	.	.	4.4	2.3	2.4	-4	-2%	2%	.	5%	10%	-1%
C(=N\N1CCN(c2ccccc2)CC1)/c1ccccc1	-4.1%	0%	2.1	-0.27	1.4	-1	-9%	-4%	-4%	3%	1%	-2%
O=C(CNC(=O)c1cccs1)OCC(=O)c1ccccc1Cl	-6.4%	-8%	0.063	-0.19	-0.31	0.38	-6%	0%	4%	5%	1%	-2%
O=C(CC1Sc2ccccc2NC1=O)Nc1ccccc1[N+](=O)[O-] (stereo unspecified)	-5.2%	-3%	-0.15	-0.16	0.09	1	23%	-7%	-5%	0%	4%	-4%
CCOC(=O)/C(=N/O)C1=NC(C)(C)Cc2cc(C)c(C)cc21	-2.2%	-6%	-1.1	-0.17	-0.62	0.12	-3%	2%	-10%	0%	-3%	4%
CC(=O)Nc1ccc(NC(=O)C(C)Oc2ccc(Cl)cc2Cl)cc1 (stereo unspecified)	-1.3%	6%	-1.1	-0.29	-0.38	0.64	1%	-1%	33%	5%	7%	-1%
COc1ccc(C)cc1S(=O)(=O)N(CC(=O)Nc1cccc([N+](=O)[O-])c1)c1ccc(C)c(C)c1	0.3%	11%	-0.72	-0.18	-0.19	0.12	2%	1%	5%	7%	7%	0%

Record cards (already shown). Values in the order: XIAP displacement, PMI inhibitors, Dynein cargo inh, Dynein cargo inh cytoplasmic EGFP, Dynein cargo inh nuclear GR-EGFP, Dynein cargo inh cell count, P. falciparum M17LAP, LYP phosphatase, human PMI inhibitors, M1AAP inhibition, AID2073, Siah-1 displacement
Record of C(=N\N1CCN(c2ccccc2)CC1)/c1ccccc1 : -4.1%, 0%, 2.1, -0.27, 1.4, -1, -9%, -4%, -4%, 3%, 1%, -2%
Record of CC(=O)Nc1ccc(NC(=O)C(C)Oc2ccc(Cl)cc2Cl)cc1 (stereo unspecified) : -1.3%, 6%, -1.1, -0.29, -0.38, 0.64, 1%, -1%, 33%, 5%, 7%, -1%

Back to the main list, starting 2 compounds before the break.
Structure	XIAP displacement	PMI inhibitors	Dynein cargo inh	Dynein cargo inh cytoplasmic EGFP	Dynein cargo inh nuclear GR-EGFP	Dynein cargo inh cell count	P. falciparum M17LAP	LYP phosphatase	human PMI inhibitors	M1AAP inhibition	AID2073	Siah-1 displacement
CC(=O)Nc1ccc(NC(=O)C(C)Oc2ccc(Cl)cc2Cl)cc1 (stereo unspecified)	-1.3%	6%	-1.1	-0.29	-0.38	0.64	1%	-1%	33%	5%	7%	-1%
COc1ccc(C)cc1S(=O)(=O)N(CC(=O)Nc1cccc([N+](=O)[O-])c1)c1ccc(C)c(C)c1	0.3%	11%	-0.72	-0.18	-0.19	0.12	2%	1%	5%	7%	7%	0%
CC(=O)c1c(C)nn(C(C)CC(=O)O)c1C (stereo unspecified)	-7.9%	-3%	-0.23	-0.17	-0.47	-0.33	1%	-7%	-7%	1%	-7%	2%
CCCNC(=O)CN(c1ccccc1)S(=O)(=O)c1ccc(OC)c(OC)c1	-8.4%	-20%	-0.31	-0.13	0.28	-1.5	12%	-6%	-19%	1%	-6%	-4%
O=C(CNC(=O)c1ccccc1)N/N=C/c1cccs1	-0.7%	-1%	0.061	0.18	0.58	-0.37	11%	-6%	2%	5%	-2%	4%
CCCCCCC1CC(C)(/C(C)=N/NC(N)=O)OC1=O (stereo unspecified)	2.5%	2%	-0.46	-0.22	-0.95	0.1	7%	-1%	1%	1%	-1%	2%
COc1ccc(/C=c2/sc3nc(-c4ccccc4)c(-c4ccccc4)n3c2=O)cc1	-1.0%	18%	-1.1	-0.094	-0.65	0.5	-1%	5%	7%	8%	42%	-3%
Cc1ccc(C(=O)/C=C/c2ccc(-c3ccc(C)cc3)o2)cc1	-8.2%	10%	-0.081	0.23	0.094	0.53	-1%	7%	-3%	5%	22%	20%
Cc1ccc(NC(=O)COC(=O)C2CC2(Cl)Cl)cc1C (stereo unspecified)	-8.7%	-12%	1.6	-0.15	0.96	-0.83	1%	-2%	-6%	3%	-10%	-1%
CC(C)CC1(C)NC(=O)NC1=O (stereo unspecified)	-7.6%	-10%	-0.53	-0.22	-0.27	0.46	10%	0%	-11%	0%	9%	2%
Cc1occc1C(=O)Nc1ccc(S(=O)(=O)N2CCN(C)CC2)cc1	-3.2%	15%	-0.26	-0.24	-0.22	0.5	2%	-5%	15%	-3%	-4%	-1%
CC1CCCCN1C(=O)CSc1nc2ccccc2[nH]1 (stereo unspecified)	-4.6%	5%	-0.45	-0.28	-0.5	0.26	7%	-9%	3%	-1%	-10%	9%
O=C(CSc1ccccn1)Nc1cccc(NC(=O)CSc2ccccn2)n1	-5.6%	1%	0.83	0.13	0.88	-0.87	0%	-8%	-6%	6%	-1%	3%
CCOC(=O)/C(=N/Nc1ccc(OC)cc1)N1CCCc2ccccc21	.	.	-0.61	-0.27	-0.3	0.86	7%	4%	.	12%	-6%	-1%

(further entries)
structure	XIAP displacement	PMI inhibitors	Dynein cargo inh	Dynein cargo inh cytoplasmic EGFP	Dynein cargo inh nuclear GR-EGFP	Dynein cargo inh cell count	P. falciparum M17LAP	LYP phosphatase	human PMI inhibitors	M1AAP inhibition	AID2073	Siah-1 displacement
O=S(=O)(c1ccccc1)c1cnn(-c2ccccc2)c1-c1ccc(F)cc1	-0.4%	10%	0.69	-0.22	-0.022	0.11	-1%	-2%	7%	0%	13%	0%
FC(F)Sc1ccc(NC(=S)NCc2ccccc2)cc1	0.4%	16%	-0.063	0.045	0.6	-0.31	-6%	4%	11%	5%	-13%	15%
Cc1cc(N/C=C\C(=O)c2ccc(Cl)c(Cl)c2)no1	-7.0%	7%	0.5	-0.22	-0.76	-0.4	-3%	-10%	3%	4%	21%	-1%
Cc1cc(C(C)(C)C)oc1C(=O)N(CC(=O)NC1CCCC1)Cc1ccccc1Cl	-3.1%	20%	0.029	-0.24	-0.49	0.47	-2%	-6%	18%	3%	6%	0%
Cc1ccccc1S(=O)(=O)Oc1ccccc1C(=O)Oc1ccccc1	-4.0%	10%	-0.55	-0.19	0.33	0.7	10%	-7%	10%	9%	1%	-1%
Cc1onc(-c2ccccc2Cl)c1C(=O)NCCCN1CCOCC1	-4.6%	-5%	0.24	-0.15	-0.19	-0.092	-2%	-6%	-6%	1%	5%	-1%
COc1ccc(Cl)cc1C(=O)Nn1c(C)nc2ccccc2c1=O	-3.3%	5%	0.54	-0.44	0.37	0.76	15%	-4%	0%	8%	18%	5%
Cc1cc(C)c2nc(N3CCCN(C(=O)c4ccco4)CC3)c(C#N)cc2c1	-6.4%	-20%	-0.76	-0.17	-0.3	0.45	14%	-4%	-16%	10%	31%	0%
O=C(NNC(=O)c1ccc([N+](=O)[O-])o1)c1ccccc1	0.5%	-12%	-0.53	-0.22	-0.92	0.64	24%	-5%	-2%	13%	3%	-4%
O=C(CCl)NN=C(c1ccccc1)c1ccccc1	-3.2%	-46%	-3.3	1.4	-2.6	-0.25	-3%	-5%	-35%	1%	-3%	2%

Next part
structure	XIAP displacement	PMI inhibitors	Dynein cargo inh	Dynein cargo inh cytoplasmic EGFP	Dynein cargo inh nuclear GR-EGFP	Dynein cargo inh cell count	P. falciparum M17LAP	LYP phosphatase	human PMI inhibitors	M1AAP inhibition	AID2073	Siah-1 displacement
O=C(CN1CCOCC1)Nc1c(Cl)cc(Cl)cc1Cl	-0.6%	5%	-0.84	-0.26	-0.32	0.37	-5%	-3%	-6%	-1%	11%	-2%
CCc1cccc(C)c1NC(=S)NCC1CCN(c2ccc(OC)cc2)C1 (stereo unspecified)	-6.5%	55%*	-0.98	-0.3	-0.6	0.89	-8%	-2%	.	4%	-13%	-11%
CCN(C(=O)CSc1cc(C)c2ccccc2n1)c1c(N)n(Cc2ccccc2)c(=O)[nH]c1=O	-1.9%	-18%	-0.11	-0.24	0.29	-0.11	2%	0%	-12%	-1%	21%	1%
Cc1cccc2c(N)c3c(nc12)CCCC3 (tested in a mixture with another compound)	9.4%	-1%	-0.69	-0.27	-0.46	0.42	18%	-5%	0%	3%	33%	0%
O=c1[nH]c(Nc2ccc3c(c2)OCCO3)nnc1Cc1ccccc1	3.4%	-1%	-0.54	-0.15	-0.4	-0.071	4%	5%	5%	6%	-1%	-1%
